Screens as filed in PubChem BioAssay.
FLuc modulator: inhibits or activates purified firefly luciferase, miR-21 counter-screen. P08659. purified FLuc, Km substrates, luminescence inhibition. Potency, µM (titrated, usually from 57.5 µM), for inactives: at the top dose activity change, negative = inhibition, hits mostly inhibitors. actives 6.9% (n = 360,000). AID 588342; active means well fitted inhibition curve with a large enough effect; inconclusive means small, poorly fitted or top-dose-only effect;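 further: plate controls were vehicle for no effect and reference inhibitor for full effect; nearly all actives have a fitted effect of over 55% in size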
Target sequence (P08659 whole entry, looked up): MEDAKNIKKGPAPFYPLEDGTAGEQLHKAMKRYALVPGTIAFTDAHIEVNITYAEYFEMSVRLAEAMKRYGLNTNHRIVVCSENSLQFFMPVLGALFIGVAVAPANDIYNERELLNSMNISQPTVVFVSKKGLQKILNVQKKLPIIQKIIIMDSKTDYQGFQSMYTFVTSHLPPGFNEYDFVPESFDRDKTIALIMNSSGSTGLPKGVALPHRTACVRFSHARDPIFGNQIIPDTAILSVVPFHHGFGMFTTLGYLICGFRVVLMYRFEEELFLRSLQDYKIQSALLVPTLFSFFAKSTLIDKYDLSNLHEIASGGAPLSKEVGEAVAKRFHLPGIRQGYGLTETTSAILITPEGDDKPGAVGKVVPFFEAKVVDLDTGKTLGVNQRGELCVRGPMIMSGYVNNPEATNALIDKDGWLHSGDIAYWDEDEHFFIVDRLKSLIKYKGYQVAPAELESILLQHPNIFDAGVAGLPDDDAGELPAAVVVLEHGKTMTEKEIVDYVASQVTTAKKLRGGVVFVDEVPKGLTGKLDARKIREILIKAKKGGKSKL
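Biochemical qHTS of compounds, final roughly 60 µM downward over six points, against 10 nM purified firefly luciferase using Km concentrations of substrates (10 uM D-luciferin, 10 uM ATP) in Tris acetate pH 7.5 buffer; luminescence output.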
* hit, by the source's call; ? = inconclusive. Potency means the concentration at half of the fitted maximal effect.

molecule,FLuc modulator
CSc1ccc(C2C(C(=O)Nc3ccccc3)=C(C)Nc3nc4ccccc4n32)cc1 (centres undefined),0%
Cc1c(C(=O)Nc2cccc(Cl)c2)oc2ccc(S(=O)(=O)N3CCCCCC3)cc12,0%
Cc1c(C(=O)OC2CCC(C)CC2)[nH]c2c1C(=O)CC(c1ccc(N(C)C)cc1)C2 (centres undefined),-2%
CCN1C(=O)c2ccccc2S(=O)c2ccc(C(=O)NCc3ccc(F)cc3)cc21 (centres undefined),1%
COc1cc(NS(=O)(=O)c2c(C)nc3sc(C)c(C)n3c2=O)cc(OC)c1,0%
Cc1ccc(C)c(N2CCN(C(=O)CCn3c(=O)c4cccn4c4cccnc43)CC2)c1,-9%
Cc1ccc(Cl)cc1NC(=O)CN1C(=O)CCc2ccccc21,-1%
CC(C)(C)C1CCc2c(sc(NC(=O)c3cc4ccccc4c(=O)o3)c2C(N)=O)C1 (centres undefined),-10%
Cc1ccccc1-c1noc(CSc2nc3ccccc3[nH]2)n1,-16%
COc1ccc(-c2nc3c(c(SCC(=O)Nc4ccccc4F)n2)Cc2cc(C)ccc2O3)cc1,1%
Cc1ccc(Nc2c3c(nc4nncn24)CCC3)c(C)c1,-7%
CCOc1ccc(Nc2c(S(=O)(=O)c3ccccc3)cnc3ccc(F)cc23)cc1,-13%
CCOc1ccc(-c2cc3c(=O)n(CC(=O)Nc4cc(F)ccc4C)ccn3n2)cc1,-3%
COCCCNC(=O)CCCn1c(=O)c2cccn2c2ccccc21,-7%
CCOc1ccccc1NC(=O)CSc1nc2c([nH]c3ccccc32)c(=O)n1-c1ccccc1,6%
Cc1ccc(-n2ncc(C(=O)NCCCN3CCCCC3)c2C2CCN(C(=O)OC(C)(C)C)CC2)c(C)c1,6%
COc1ccc(OCC(=O)N2CCN(C(=O)c3cccc(OC)c3OC)CC2)cc1,2%
Cc1cccc(CC2C(=O)Nc3ccccc32)c1 (centres undefined),-2%
COc1ccc(C)cc1NC(=O)c1ccc2c(c1)N(Cc1cccc(Cl)c1)C(=O)c1ccccc1S2=O (centres undefined),-3%
Cc1cc(C)c(NC(=O)Cn2c(=O)oc3cc(S(=O)(=O)N4CCCCCC4)ccc32)c(C)c1,4%
COc1cccc(CN2C(=O)c3ccccc3Sc3ccc(C(=O)N(C)Cc4ccccc4)cc32)c1,4%
CCC(=O)N1CCc2cc(S(=O)(=O)N3CCN(c4ccccc4F)CC3)ccc21,-3%
Cc1ccc(/C=C/c2nc3ccccc3[nH]2)cc1,0.076µM*
CCCCC(=O)OCc1cc(=O)n2nc(C3CC3)sc2n1,-8%
Cc1ccc(-c2nc(CS(=O)(=O)CC(=O)N3CCN(c4cccc(C)c4C)CC3)c(C)o2)cc1,-12%
CC(C)COc1ccc(C(=O)N(Cc2cccc(F)c2)C2CCS(=O)(=O)C2)cc1 (centres undefined),2%
Cc1nc(S(=O)(=O)N2CCN(c3ccccc3F)CC2)cn1C,0%
Cc1cc(O)c(-c2ccnc3cc(-c4ccccc4)nn23)cc1Cl,-6%
Cc1ccc(NC(=O)Cn2c(=O)n(Cc3nc(-c4ccccc4)no3)c(=O)c3cc4c(cc32)OCO4)c(C)c1,-4%
CCc1ccc(N(CC)C(=O)Cn2c(=O)oc3ccccc32)cc1,-1%
COc1ccccc1CNC(=O)CSc1nc(-c2ccc(OC)c(OC)c2)cc(C(F)(F)F)n1,0%
COc1cccc(NC(=O)N2CCC(CN3CCOCC3)CC2)c1,-2%
COc1ccc(Cl)cc1NC(=O)Cn1ncc2c3ccccc3n(Cc3ccccc3)c2c1=O,-7%
O=C(Cn1c(=O)n(-c2ccccc2)c(=O)c2ccc(C(=O)NCc3ccc4c(c3)OCO4)cc21)Nc1ccc(F)c(Cl)c1,-3%
CCn1nc(-c2ccccc2)c(-c2ccccc2)c(C(=O)OCCOC)c1=O,-13%
CCS(=O)(=O)N1CCc2cc(C(=O)NCCc3ccccc3)ccc21,-4%
CCc1ccc(NC(=O)Cn2c(=O)n(CCc3ccccc3)c(=O)c3sc4ccccc4c32)cc1,-1%
O=C(NCCN1CCN(c2cccc(Cl)c2)CC1)C1COc2ccccc2C1 (centres undefined),-6%
Cc1cc(C)cc(Nc2ncnc3sc4c(c23)CCCC4)c1,-8%
Cc1cc(=O)n(Cc2ccccc2)c2c1c(C)nn2C,-14%
CCOC(=O)c1oc2ccc(S(=O)(=O)n3nc(-c4cc(OCC)c(OCC)c(OCC)c4)cc3N)cc2c1C,4%
Cc1cccc(-c2cc(NC(=O)C(C)(C)C)n(-c3ccccc3)n2)c1,21µM*
Cc1ccc(C(=O)COC(=O)CCC(=O)Nc2ccc(Oc3ccccc3)cc2)cc1,-3%
CCOC(=O)c1cccc(NC(=O)N2CCC(CN3CCc4ccccc4C3)CC2)c1,0%
O=C(Cn1ccn(-c2ccc(F)c(F)c2)c(=O)c1=O)c1ccc(F)cc1,-6%
CC1=C(c2ccc(C)cc2)S(=O)(=O)NC1=NCCCN1CCN(c2cc(C)ccc2C)CC1,-1%
CCC(=O)N1CCc2cc(S(=O)(=O)NC(C(=O)Nc3ccc(C(C)=O)cc3)C(C)C)ccc21 (centres undefined),4%
CCOc1ccc(NC2SC(=O)N(Cc3ccccc3)C2=O)cc1 (centres undefined),-12%
CC(C)OCCCn1c(SCc2cccc(Br)c2)nc2c(sc3ccccc32)c1=O,-3%
Cc1ccc(CSc2oc(-c3ccco3)nc2S(=O)(=O)c2ccc(Br)cc2)cc1,-7%
COc1ccc(CCn2c(=O)c3cccnc3n(CC(=O)Nc3ccc(C)c(F)c3)c2=O)cc1OC,-4%
CCc1ccc(NC(=O)CSc2nc3c([nH]c4ccccc43)c(=O)n2-c2ccc(C)cc2)cc1,-1%
COc1cc(OC)cc(C(=O)Nc2nc(-c3nnn(-c4ccc(C)cc4)c3C)ns2)c1,-8%
O=C(Nc1ccc(Br)cc1)N1CCC(CN2CCCC2)CC1,-5%
COc1ccc(C(=O)c2cn(CC(=O)Nc3cc(C)ccc3C)c3nc(C)ccc3c2=O)cc1,-1%
CCN1C(=O)c2ccccc2Sc2ccc(NC(=O)c3cccc(C)c3)cc21,-9%
COc1ccccc1OC(C)C(=O)NCC1(N2CCOCC2)CCCCC1 (centres undefined),-5%
Cc1nc2ccc(S(=O)(=O)N(CC(=O)Nc3ccc(F)cc3)Cc3ccccc3)cc2s1,2%
Cc1ccc(-c2ccc(CCC(=O)O)n2-c2ccc(C(C)C)cc2)cc1,?
CC(C)CCOc1ccc(Oc2nc(N(C)C)nc(N(C)C)n2)nn1,-10%

(continued)
molecule,FLuc modulator
O=C(/C=C/c1cn(CC(O)CN2CCCCCC2)c2ccccc12)c1ccccc1 (centres undefined),0%
CN(Cc1ccccc1)C(=O)CSc1nnc(-c2cccc(Cl)c2)o1,-15%
CC(C)(C)OC(=O)N1CCC(c2nnc(SCc3ccccc3)o2)CC1,-9%
CCOC(=O)c1cc(OC(=O)c2cc(Cl)ccc2OC)n(-c2ccccc2)n1,-1%
CCOc1ccc(NC(=O)c2ccc3c(c2)nnn3C2CCCC2)cc1,-5%
COc1ccccc1NC(=O)c1c(C)cc(C)nc1SCC(=O)Nc1ccc(C)cc1,-14%
O=C(Cn1cc(S(=O)(=O)c2ccccc2)c(=O)c2cc3c(cc21)OCO3)Nc1ccccc1,-4%
COc1ccc(C(=O)Oc2ccc(C(c3c(C)[nH][nH]c3=O)c3c(C)[nH][nH]c3=O)cc2)cc1,17µM*
Cc1nc(-c2ccc(S(=O)(=O)NCc3ccccc3Cl)cc2)co1,-1%
CN(C)CCNC(=O)c1ccc2c(c1)N(Cc1c(F)cccc1Cl)C(=O)c1ccccc1S2,-5%
COc1ccc(-n2nc(C(=O)Nc3cccc(C(F)(F)F)c3)c3c4ccccc4n(C)c3c2=O)cc1,-1%
CCc1ccccc1NC(=O)c1cc2sc(Cl)cc2n1CC,-18%
Cc1cccc(OCCn2c(-c3ccc(Cl)cc3)nc3ccccc3c2=O)c1C,-2%
CC(C)OCCCNC(=O)CCCN1C(=O)CCn2nc(-c3cccn3C)cc21,-4%
Cc1c(Cl)cccc1NC(=O)c1ccc2c(c1)CCCN2S(C)(=O)=O,-7%
CCN(C(=O)CSc1nc2ccccc2n1CC(=O)Nc1ccc(F)cc1F)c1ccccc1,-10%
C=Cc1ccc(CN2C(=O)N(c3ccc(C)c(C)c3)S(=O)(=O)c3ccccc32)cc1,0%
COc1ccc(OC)c(S(=O)(=O)NCCc2sc(-c3ccc(C)cc3)nc2C)c1,3%
CCc1ccccc1NC(=O)Cn1c(-c2nonc2N)nc2ccccc21,-1%
O=C(NCC1CCN(Cc2cccc(F)c2)CC1)c1cc2ccc3cccnc3c2[nH]1,4%
COc1ccc(-n2cc(C(=O)Nc3cc(F)ccc3F)c3ccccc3c2=O)cc1,?
CC1CC(=O)N(CC(=O)Nc2ccc(F)cc2F)c2ccccc2S1 (centres undefined),-8%
O=C(NCC(c1cccnc1)N1CCN(Cc2ccccc2)CC1)C(=O)Nc1cccc(F)c1 (centres undefined),-11%
COc1ccc(C)cc1NC(c1nnc(-c2ccccc2)o1)c1ccc(F)cc1Cl (centres undefined),0%
O=C(CSc1nc2c([nH]c3ccccc32)c(=O)n1-c1ccc(Cl)cc1)c1ccccc1,-1%
CCc1ccc(NC(=O)Cn2cnc3sc(C)c(S(=O)(=O)N4CCN(c5ccccc5OC)CC4)c3c2=O)cc1,4%
CC(C)CCNC(=O)CSCc1cnn(-c2ccccc2)c1-n1cccc1,-2%
COc1ccc(N2C(=O)CS(=O)(=O)C23C(=O)N(Cc2c(F)cccc2Cl)c2ccccc23)cc1 (centres undefined),6%
CCOc1ccc(NC(=O)c2ccc3[nH]c(C)c(C)c3c2)cc1,13µM*
COc1ccc(OC)c(NC(=O)CSc2ccc(-c3sc(C)nc3C)nn2)c1,5%

Exported as labelled records: part of the list above.
Molecule: CC1CC(=O)N(CC(=O)Nc2ccc(F)cc2F)c2ccccc2S1 (centres undefined)
  FLuc modulator = -8%

Molecule: O=C(NCC(c1cccnc1)N1CCN(Cc2ccccc2)CC1)C(=O)Nc1cccc(F)c1 (centres undefined)
  FLuc modulator = -11%

Molecule: COc1ccc(C)cc1NC(c1nnc(-c2ccccc2)o1)c1ccc(F)cc1Cl (centres undefined)
  FLuc modulator = 0%

Molecule: O=C(CSc1nc2c([nH]c3ccccc32)c(=O)n1-c1ccc(Cl)cc1)c1ccccc1
  FLuc modulator = -1%

Carrying on:
molecule,FLuc modulator
COc1ccccc1CNC(=O)C1CCN(S(=O)(=O)Cc2ccccc2)CC1,1%
CCc1cccc(C)c1NC(=O)CN1CCCN(Cc2ccc(C)cc2)S1(=O)=O,1%
CN1CCN(C(CNC(=O)c2cccc(F)c2)c2ccc3c(c2)OCO3)CC1 (centres undefined),0%
Cc1ccc(N2CCN(C(=O)c3ccc4c(Cl)c5c(nc4c3)CCCC5)CC2)c(C)c1,1%
Cn1c(-c2ccccc2)cnc1NCc1ccccc1O,-19%
COC(=O)c1c(NC(=O)c2cc3nc(-c4ccc(Br)cc4)cc(C(F)(F)F)n3n2)sc2c1CCCC2,-1%
Cc1ccc(S(=O)(=O)N2CCN(Cc3nc4ccc(C)cc4o3)CC2)c(C)c1,-7%
Cc1cccc(NC(=O)CSc2nc(C)cc(C)c2C(=O)Nc2ccc(Cl)cc2)c1,-1%
CCOc1ccc(-n2c(SCC(=O)Nc3ccc4c(c3)OCCO4)nc3c([nH]c4ccccc43)c2=O)cc1,5%
COc1ccccc1CN1C(=O)CN(C2CCCCCC2)C(=O)C1c1ccc(C)cc1 (centres undefined),-3%
O=C(NCCc1csc(-c2cccnc2)n1)c1cccc(C(F)(F)F)c1,-9%
CCc1ccc(CN(Cc2ccco2)C(=O)c2ccc(C)cc2)cc1,-17%
CCn1c(C(=O)NCc2ccc(OC(C)C)cc2)cc2oc3ccccc3c21,-9%
Cc1ccc(Nc2c(-c3ccncc3)nc3ccc(C)cn23)cc1,-3%
Cc1ccc(OCc2cc(=O)n3c(-c4ccccc4)csc3n2)cc1,-5%
Cc1cccc(-n2c(C)cc(C(=O)C(=O)Nc3ccccc3F)c2C)c1C,?
Cc1nn(C(=O)COc2ccc(Cl)cc2)c(C)c1Sc1ccccc1,4%
CCc1ccc(CNC(=O)c2ccc3c(c2)c(C)c(C)n3Cc2ccccc2)cc1,-7%
Cc1ccccc1NC(=O)CC(NCc1cccnc1)C(=O)O (centres undefined),-5%
CCc1c(C)c2ccc3c(c2oc1=O)CN(Cc1ccccc1)CO3,-6%
O=C(Nc1ccc2c(c1)OCO2)c1cc(-c2cccc(Cl)c2)on1,3%
COc1ccc(C2CC(=O)c3cnc4c(-c5ccc(F)cc5)c(C)nn4c3C2)cc1OC (centres undefined),5%

Copied from the list.
Reading for CCc1ccc(CNC(=O)c2ccc3c(c2)c(C)c(C)n3Cc2ccccc2)cc1 in FLuc modulator: -7%
Reading for Cc1ccc(N2CCN(C(=O)c3ccc4c(Cl)c5c(nc4c3)CCCC5)CC2)c(C)c1 in FLuc modulator: 1%
Reading for COc1ccccc1CNC(=O)C1CCN(S(=O)(=O)Cc2ccccc2)CC1 in FLuc modulator: 1%
Reading for Cc1ccc(S(=O)(=O)N2CCN(Cc3nc4ccc(C)cc4o3)CC2)c(C)c1 in FLuc modulator: -7%
Reading for CCOc1ccc(-n2c(SCC(=O)Nc3ccc4c(c3)OCCO4)nc3c([nH]c4ccccc43)c2=O)cc1 in FLuc modulator: 5%
Reading for CCc1c(C)c2ccc3c(c2oc1=O)CN(Cc1ccccc1)CO3 in FLuc modulator: -6%
Reading for Cc1ccccc1NC(=O)CC(NCc1cccnc1)C(=O)O (centres undefined) in FLuc modulator: -5%

A portion of the library. The share of hits here may be higher or lower than overall.
